Keap1-Nrf2 PPI – disrupts human Keap1 binding to Nrf2 peptide; Keap1 Kelch-Nrf2 peptide fluorescence polarization, 1536-well; Q14145; AID 504523; hit rate 0.15% among 340,000; inhibition, % at 9.4 µM; in the data active means inhibition above about 12%;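 further: human Keap1 Kelch domain with fluorescein labeled Nrf2 9mer peptide probe; 0% = neutral control wells and 100% = peptide positive control; higher means more block of Keap1 binding to Nrf2 peptide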
Target sequence (Q14145 whole entry, looked up, the tested form may be a part): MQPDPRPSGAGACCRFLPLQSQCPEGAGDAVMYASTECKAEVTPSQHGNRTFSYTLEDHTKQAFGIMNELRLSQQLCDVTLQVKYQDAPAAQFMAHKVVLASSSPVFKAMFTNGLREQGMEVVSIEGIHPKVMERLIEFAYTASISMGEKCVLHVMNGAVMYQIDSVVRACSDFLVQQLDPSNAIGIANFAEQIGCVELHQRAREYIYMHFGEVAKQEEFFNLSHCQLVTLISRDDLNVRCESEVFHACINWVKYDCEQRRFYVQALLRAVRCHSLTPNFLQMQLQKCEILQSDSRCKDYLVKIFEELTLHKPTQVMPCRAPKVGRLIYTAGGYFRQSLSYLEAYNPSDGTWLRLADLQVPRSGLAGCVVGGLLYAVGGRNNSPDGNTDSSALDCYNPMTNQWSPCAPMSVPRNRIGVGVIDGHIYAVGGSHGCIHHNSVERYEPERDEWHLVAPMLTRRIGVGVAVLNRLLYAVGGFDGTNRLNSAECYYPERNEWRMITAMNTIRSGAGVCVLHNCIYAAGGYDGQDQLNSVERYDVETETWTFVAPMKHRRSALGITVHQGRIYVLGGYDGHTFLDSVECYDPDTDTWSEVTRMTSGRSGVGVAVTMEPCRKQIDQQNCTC
CAL PDZ FP-1 – human CAL PDZ-peptide interaction inhibition. purified CAL PDZ, TMR-peptide fluorescence polarization, 1 h. hit rate 0.02% among 330,000. AID 504414. Q9HD26. inhibition, % at 20 µM;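 active means highest replicate inhibition of at least 40%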;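 further: plate controls were DMSO neutral control wells for no effect and unlabeled competitor peptide control wells for full effect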
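Control set: unlabelled peptide and DMSO controls / Material: purified CerCALP PDZ construct / Timing: 1 h incubation at room temperature before polarization reading / Doses: 20 µM, one dose / Detection: fluorescence polarization (mP)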
SR-BI uptake up – activators of SR-BI mediated HDL lipid uptake; CHO ldlA[mSR-BI] cells, DiI-HDL uptake fluorescence, 3 h; 100 = double the neutral-control signal; activation, % at 12.5 µM; hit rate 0.096% among 320,000;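 active means mean replicate activation of at least 60% and every replicate at or above 60%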;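 further: 0% = median plate neutral-control signal and 100% = twice that signal; values of inactives mirror those of a sister screen read the other way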
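System: CHO ldlA[mSR-BI] cells / Medium: HEPES-buffered (25 mM, pH 7.4) F12 plus 0.5% BSA / Probe or stimulus: labelled HDL, 10 µg/mL / Doses: single compound concentration, delivered by pin transfer / Schedule: 3 h, 37 °C / Measured by: DiI fluorescence, bottom read / Measure: cell-associated DiI fluorescence as measure of HDL uptake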
PKA-R2B activ – activators of human PKA-R2B complex; PKA-R2B holoenzyme dissociation, Cy5-IP20 fluorescence polarization; R2B truncated from residue 108, S112A mutant; 0% DMSO only, 100% 113 µM cGMP; activation, % at 11.4 µM; hit rate 0.079% among 340,000;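 active means activation above a cutoff set at the mean over all compounds plus 3 SD, cut at about 18% in these data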;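 further: higher means more holoenzyme dissociation and a rise in polarization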
DAGLB inhibitor – blocks human DAGLB lipase activity; Q8NCG7; HEK293T DAGLB membrane lysate, EnzChek fluorogenic substrate; inhibition, % at 5.17 µM; hit rate 0.059% among 340,000; in the data active means inhibition above about 34%;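 further: 0% = enzyme with vehicle and 100% = wells lacking enzyme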
CAL PDZ FP-2 – inhibitors of human CAL PDZ peptide binding | Q9HD26 | purified CAL PDZ, TMR-peptide fluorescence polarization, 1 h | inhibition, % at 24.9 µM | hit rate 0.92% among 300,000 | AID 602252;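 active means mean inhibition of at least 30% with at least half of replicates also reaching 30%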;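 further: 0% = DMSO neutral control and 100% = excess unlabeled competitor peptide PRC23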
C-LANA FP – blocks KSHV LANA C-terminal domain binding to DNA. MBP-C-LANA/FAM-LBS DNA binding, fluorescence polarization. inhibition, % at 9 µM. hit rate 0.078% among 340,000. AID 504423;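 active means highest replicate inhibition at or above 60% at 9 µM, even if other replicates fall short; inactive means all replicates below 60% inhibition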;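 further: 0% = neutral control wells and 100% = 4 µM acridine orange control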
Rtt109 Vps75 – blocks Candida albicans Rtt109/Vps75 acetyltransferase activity | hit rate 0.16% among 330,000 | inhibition, % at 34.9 µM | Q5AAJ8 | purified Rtt109/Vps75, ThioGlo CoA-SH fluorescence, 4 h;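 active means inhibition of at least 50% in every replicate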
Target sequence (Q5AAJ8 whole entry, looked up): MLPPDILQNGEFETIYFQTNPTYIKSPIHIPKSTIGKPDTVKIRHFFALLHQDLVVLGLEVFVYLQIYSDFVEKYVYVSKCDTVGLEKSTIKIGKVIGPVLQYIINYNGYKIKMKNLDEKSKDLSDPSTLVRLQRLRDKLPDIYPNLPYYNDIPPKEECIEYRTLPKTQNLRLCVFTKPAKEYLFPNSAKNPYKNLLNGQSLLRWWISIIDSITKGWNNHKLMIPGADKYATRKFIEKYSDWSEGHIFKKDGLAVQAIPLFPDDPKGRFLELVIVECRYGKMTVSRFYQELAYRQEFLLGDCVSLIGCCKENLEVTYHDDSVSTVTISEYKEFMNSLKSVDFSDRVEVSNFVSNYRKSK
RTF Ca sens inh – cardiac RTF calcium desensitization. IANBD-labeled cardiac RTF, Ca2+ fluorescence. inhibition, % at 7.15 µM. hit rate 0.12% among 340,000;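 active means inhibition above the mean inhibition of all tested compounds plus 3 SD, cut at about 17% in these data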;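 further: assay run at fixed EC70 calcium of 1.6 mM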
RTF Ca sens act – increases calcium sensitivity of human cardiac regulated thin filaments; IANBD-labeled TnC RTF fluorescence at EC20 calcium; 0% EC20 calcium, 100% full calcium; P19429+P45379; AID 493008; activation, % at 7.2 µM; hit rate 0.24% among 340,000;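 active means activation above the mean over all tested compounds plus 3 SD, cut at about 30% in these data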;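 further: rise in fluorescence read as greater calcium sensitivity of cardiac thin filaments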
* = called active by the depositor; · = not tested or not shown; & = joins results of further samples.

SMILES | Keap1-Nrf2 PPI | CAL PDZ FP-1 | SR-BI uptake up | PKA-R2B activ | DAGLB inhibitor | CAL PDZ FP-2 | C-LANA FP | Rtt109 Vps75 | RTF Ca sens inh | RTF Ca sens act
CCN(CC(=O)Nc1ccc(Br)cc1)C(=O)c1nc2nc(C)cc(C)n2n1 | -5 | -0.8 | -13 | 0 | 0 | -1 | 2.7 | -2 | -4 | -2
CCOc1ccc(C(=O)NCC(=O)NCCCn2nc(C)cc2C)cc1OCC | -6 | -0.2 | -27 | 1 | 1 | 4 | -0.1 | -8 | 1 | 0
O=C(Nc1nnc(-c2ccccc2Cl)o1)c1ccco1 | 1 | 0.3 | 6 | -4 | 2 | · | 1.7 | 1 | -10 | 5
COc1ccc(NC(=O)C2CCN(C(=O)c3ccccc3)CC2)cc1OC | -2 | -1.3 | -1 | -2 | 0 | -3 | 0.1 | 0 | 5 | 1
C/C=C/c1ccc(OCCCCN2CC(C)CC(C)C2)c(OC)c1 (centres undefined) | -4 | -2.7 | -11 | -5 | 2 | -5 | -0.5 | 3 | 4 | 5
N#CCCCSc1nnc(Cc2ccc3c(c2)OCO3)o1 | -7 | -4.6 | 18 | 4 | 0 | -1 | 0.1 | · | -11 | 12
O=C(CCNc1n[nH]c(=O)[nH]c1=O)N1CCCCC1 | 5 | 0.1 | -3 | -1 | 0 | -3 | 1.1 | 3 | -3 | 1
CCc1oc2ccccc2c1C(=O)c1cc(Br)c(O)c(Br)c1 | -2 | -0.6 | 4&1 | -16 | 23 | -3 | 8.8 | 8&4 | 18* | -12
O=C(Nc1ccc([N+](=O)[O-])cc1)Nc1nc(-c2ccc(Cl)s2)cs1 | -2 | -5.2 | -84 | -3 | 7 | 0 | -1.9 | -6 | 8 | -3
CCCCNC(=O)CNC(=S)N(Cc1cc(OC)c(OC)c(OC)c1)C1CCCC1 | 7 | -0.1 | 14 | 10 | -1 | -9 | -3.6 | -3 | -23 | 2
CC1(C)Nc2ccccc2N(CC(=O)N2CCCCC2)C1=O | -1 | · | 19 | -2 | 0 | -5 | 3.1 | 2 | -4 | 2
O=C(CSc1cccc[n+]1[O-])C12CC3CC(CC(C3)C1)C2 | 3 | 11 | 4 | -9 | 0 | -4 | 0.1 | -11 | -7 | -3
Cc1nc(Nc2nc3ccccc3o2)nc(C)c1C(=O)Nc1ccc(F)cc1 | -1 | -0.6 | 1 | -2 | -2 | · | 0.6 | -6 | -3 | 0
Brc1ccc(-c2noc3c2-c2nc(C4CCCCC4)sc2CC3)cc1 | -5 | 0.9 | -3 | -7 | -1 | -7 | 0.3 | -6 | -13 | 8
O=C1NC(=O)C2(CCCCCCCCCCC2)N1 | 2 | -0.2 | 15 | -1 | -7 | 2 | -0.4 | -1 | 1 | -9
CCCCN(C(=O)Nc1ccc(Cl)cc1)C1CCN(C(C)=O)CC1 | -7 | -1.3 | -9 | 7 | -2 | · | -0.8 | 2 | -6 | -2
COc1ccc(C(=O)Oc2cccc3cccnc23)cc1[N+](=O)[O-] | -5 | -2.7 | -11 | -4 | 0 | -3 | -0.7 | 0 | -2 | 0
O=C(c1ccc2c(c1)OCO2)N(c1ccc(Br)cc1)C1C=CS(=O)(=O)C1 (centres undefined) | -2 | -2.4 | 18 | -3 | 0 | -2 | -2.2 | 6 | -7 | -1
Cc1c(C(=O)O)oc2c1C(O)CCC2 (centres undefined) | -2 | -0.9 | 13 | -1 | -2 | 0 | 0.7 | -8 | -3 | 6
O=C(c1cn(-c2ccccc2)nc1-c1cccs1)N1CCOCC1 | 2 | 0.4 | -3 | 5 | 0 | 14 | 0.9 | 4 | 1 | -3
CC1CCCN(C(=O)COc2ccc(Nc3ccccc3)cc2)C1 (centres undefined) | -8 | 0.3 | 5 | -1 | 1 | · | -0.9 | -1 | -6 | 4
CC1CCN(C(=S)c2ccc3c(c2)OCO3)CC1 | -1 | -1.0 | 8 | -2 | -3 | · | -0.1 | 4 | -6 | 3
OC1CCN(Cc2cccc(Oc3ccccc3)c2)CC1 | -5 | -0.9 | 26 | -1 | 2 | -3 | -0.8 | -39 | -6 | 3
OCC[C@H]1NCc2cc(CO)cc(-c3ccccc3)c21 | -2 | -1.1 | -12 | -2 | -3 | -4 | 1.2 | -1 | -2 | -4
COC(=O)c1ccc(C2C(C(C)=O)=C(C)Nc3ncnn32)cc1 (centres undefined) | -1 | 0.1 | 39 | 2 | -1 | 3 | 0.5 | 1 | -6 | -1
O=C(Nc1ccc(C(=O)O)cc1)/C(=C\C=C\c1ccccc1)NC(=O)c1ccc(Br)cc1 | 3 | -1.2 | 15 | -18 | 4 | -3 | -0.1 | 3 | 0 | -6
Cc1ccc(CN2CCNC(=O)C2CC(=O)O)cc1 (centres undefined) | -3 | -0.9 | -4 | 2 | -1 | 1 | -0.3 | -6 | -9 | -1
CCCC(=O)OCCNc1cc(Sc2nc3ccccc3[nH]2)c2nonc2c1[N+](=O)[O-] | -1 | 3.7 | -20 | -7 | 1 | 0 | -0.4 | 6 | 5 | 5
CCOc1ncccc1C(=O)OCC(=O)Nc1cc(C)ccc1C | -10 | -0.6 | 6 | 4 | -4 | -7 | -0.3 | -1 | -2 | -1
Cn1c2ccccc2c2cnn(CC(=O)Nc3ccc(Cl)cc3)c(=O)c21 | 1 | -1.7 | · | -3 | 6 | 1 | 1.5 | -13 | -1 | -1

Arranged by formula weight (lowest first): some entries from above.
SMILES | Keap1-Nrf2 PPI | CAL PDZ FP-1 | SR-BI uptake up | PKA-R2B activ | DAGLB inhibitor | CAL PDZ FP-2 | C-LANA FP | Rtt109 Vps75 | RTF Ca sens inh | RTF Ca sens act
Cc1c(C(=O)O)oc2c1C(O)CCC2 (centres undefined) | -2 | -0.9 | 13 | -1 | -2 | 0 | 0.7 | -8 | -3 | 6
Cc1ccc(CN2CCNC(=O)C2CC(=O)O)cc1 (centres undefined) | -3 | -0.9 | -4 | 2 | -1 | 1 | -0.3 | -6 | -9 | -1
CC1CCN(C(=S)c2ccc3c(c2)OCO3)CC1 | -1 | -1.0 | 8 | -2 | -3 | · | -0.1 | 4 | -6 | 3
OCC[C@H]1NCc2cc(CO)cc(-c3ccccc3)c21 | -2 | -1.1 | -12 | -2 | -3 | -4 | 1.2 | -1 | -2 | -4
OC1CCN(Cc2cccc(Oc3ccccc3)c2)CC1 | -5 | -0.9 | 26 | -1 | 2 | -3 | -0.8 | -39 | -6 | 3
CCOc1ncccc1C(=O)OCC(=O)Nc1cc(C)ccc1C | -10 | -0.6 | 6 | 4 | -4 | -7 | -0.3 | -1 | -2 | -1
CCCCN(C(=O)Nc1ccc(Cl)cc1)C1CCN(C(C)=O)CC1 | -7 | -1.3 | -9 | 7 | -2 | · | -0.8 | 2 | -6 | -2
Cn1c2ccccc2c2cnn(CC(=O)Nc3ccc(Cl)cc3)c(=O)c21 | 1 | -1.7 | · | -3 | 6 | 1 | 1.5 | -13 | -1 | -1
O=C(c1ccc2c(c1)OCO2)N(c1ccc(Br)cc1)C1C=CS(=O)(=O)C1 (centres undefined) | -2 | -2.4 | 18 | -3 | 0 | -2 | -2.2 | 6 | -7 | -1
CCCC(=O)OCCNc1cc(Sc2nc3ccccc3[nH]2)c2nonc2c1[N+](=O)[O-] | -1 | 3.7 | -20 | -7 | 1 | 0 | -0.4 | 6 | 5 | 5

Next section:
SMILES | Keap1-Nrf2 PPI | CAL PDZ FP-1 | SR-BI uptake up | PKA-R2B activ | DAGLB inhibitor | CAL PDZ FP-2 | C-LANA FP | Rtt109 Vps75 | RTF Ca sens inh | RTF Ca sens act
Cc1ccc(CNC(=O)CCCC(=O)c2ccccc2)cc1 | -3 | · | 19 | -9 | -4 | 4 | 0.2 | 8 | -2 | -1
Cc1cc(C)cc(NC(=O)N2CCCC2C(=O)Nc2ccc(-n3cnnn3)c(C)c2)c1 (centres undefined) | -1 | -0.3 | -29 | 8 | 0 | 0 | 0.2 | 13 | -1 | -3
Cc1cc(C)cc(NC(=O)CSc2ccc(-c3ccccn3)nn2)c1 | -6 | -2.7 | -52 | -2 | 0 | -1 | 0.2 | 5 | -4 | 2
Cc1cccc(Nc2nnc(SCC(=O)N(C)C3CCS(=O)(=O)C3)s2)c1C (centres undefined) | -7 | -5.3 | 3 | 9 | 1 | -1 | 0.6 | 5 | -5 | 8
CN(C)S(=O)(=O)Nc1cc(F)cc(F)c1 | -3 | -1.1 | 6 | 4 | 4 | 4 | -0.5 | -6 | 2 | 7
CC(=O)OCC(=O)[C@@]1(O)[C@H](C)C[C@H]2[C@@H]3CCC4=CC(=O)C=C[C@]4(C)[C@@]3(F)[C@@H](O)C[C@@]21C | 3 | -0.8 | 17 | 4 | 1 | -2 | 0.4 | -5 | -2 | 2
O=C(NCCN1C(=O)C2C3C=CC(C3)C2C1=O)Nc1ccccc1 (centres undefined) | -3 | 0.2 | 7 | 1 | -1 | -1 | -1.3 | 4 | 2 | -1
FC(F)(F)c1nnc2c(Sc3ccc(Cl)cc3)nc3ccccc3n12 | -2 | 0.2 | -26 | 5 | 3 | -1 | -1.7 | 7 | 1 | 1
O=C(O)c1cc(-c2cccs2)[nH]n1 | -3 | 0.3 | 11 | -9 | 1 | -1 | 0.8 | 4 | -3 | 7
O=C(c1ccc(F)cc1)N1CCN(S(=O)(=O)c2ccc(Br)cc2)CC1 | -8 | -1.7 | 9 | -1 | -1 | 4 | 1.5 | -33 | 3 | -4
c1ccc2c(NC3CCCC3)nnc(NC3CCCC3)c2c1 | 0 | -3.6 | -16 | 6 | -1 | -3 | 0.6 | 4 | -7 | 8
NC(=O)c1ccccc1NC(=S)NC(=O)CCc1ccccc1 | 1 | -0.2 | 6 | -2 | -4 | -3 | -0.3 | 3 | 0 | -4
O=C(CCc1ccc(O)c(O)c1)NNC(=S)Nc1ccc(Br)cc1Cl | -4 | -1.0 | -7 | · | · | 5 | -0.7 | 22 | · | ·
CN(Cc1ccc(OC(F)F)cc1)C(=O)c1ccccc1Sc1ccccc1C#N | -5 | -2.0 | -85 | 9 | -3 | · | -1.9 | -2 | -5 | 1
COc1ccc(N2C(=O)C3C4C=CC(C4)C3C2=O)c(OC)c1 (centres undefined) | -2 | 0.5 | 9 | -20 | 2 | 16 | -1.1 | -8 | -4 | 3
CCOc1ccc(N(CC(=O)N/N=C/c2ccc(OC(C)C)cc2)S(C)(=O)=O)cc1 | 3 | -1.1 | · | 1 | 2 | -7 | 44 | 9 | -5 | -2
O=C(c1cccc(S(=O)(=O)N2CCCC2)c1)N1CCN(c2ncccn2)CC1 | -6 | 0.3 | -2 | 3 | -1 | -2 | 4.3 | 4 | 2 | 1
O=C(O)CN1CCN(Cc2ccc(F)cc2)C1=O | 5 | -0.3 | -9 | 1 | -4 | -6 | 2.8 | 6 | -4 | -2

High-throughput results as filed in PubChem.
